aSyn yeast rescue – rescues yeast growth from alpha-synuclein toxicity. S. cerevisiae alpha-synuclein toxicity rescue, BacTiter-Glo growth, 24 h. Potency, µM (series often up to 46.1 µM), without a hit: at the highest dose growth rescue (activation), most hits filed as activators. 94,000 compounds, 0.02% hits. AID 1347070; active = well fitted activation curve with a large enough effect; inconclusive = small, poorly fitted or top-dose-only effect; note: 0% is about no effect
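Growth restoration measured by BacTiter-Glo luminescence after 24 hr at 30 deg C; alpha-synuclein yeast, raffinose-pregrown to mid-log, were added at OD600=0.02 in galactose medium onto pinned compounds.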
Active calls of the source: *; ? = inconclusive; & = joins results of further samples; [ ] = another dose, or the depositor's remark. Potency is the fitted concentration of half-maximal effect.

cpd	smiles	aSyn yeast rescue
1	CCOc1ccc2c(c1)c(=O)c(C(=O)c1ccc(CC)cc1)cn2CC(=O)Nc1ccccc1OC	6%
2	Cc1ccc(NC(=O)C(Cc2ccccc2)n2cccc2)c(C)c1 (stereo not given)	3%
3	Cc1nc(C)c(C(=O)OCC(=O)Nc2ccc(C)c(C)c2)s1	-11%
4	CCOC(=O)c1ccccc1NC(=O)c1ccc2c(Cl)c3c(nc2c1)CCC3	-4%
5	CCOc1cc(N2CCOCC2)c(OCC)cc1NC(=O)CSc1n[nH]c(N)n1	5%
6	Cc1ccnc(NS(=O)(=O)c2ccc(NC(=O)c3ccc(C)c(C)c3)cc2)n1	-1%
7	COc1ccc(C(=O)O/N=C/c2ccc(S(=O)(=O)c3ccc(Cl)cc3)nc2)cc1	4%
8	O=C(NCCn1ccc2ccccc21)c1ccc(S(=O)(=O)N2CCOCC2)cc1	1%
9	COc1ccc(NCC(=O)Nc2c(C)cccc2C)cc1S(=O)(=O)N1CCOCC1	-12%
10	CC1(C)Oc2cc3oc(C(=O)O)cc(=O)c3cc2-c2ccccc21	0%
11	COc1ccccc1N1CCN(C(=O)c2oc3ccccc3c2NC(=O)C(C)Oc2ccccc2)CC1 (stereo not given)	-5%
12	Cc1ccc(NC(=O)CCNS(=O)(=O)c2ccccc2)cc1S(=O)(=O)N1CCOCC1	2%
13	CCOC(=O)c1c(-c2ccccc2)csc1NC(=O)c1cc(-c2ccccc2OC)on1	3%
14	Cn1c(-n2cccc2)c(-c2c(-c3ccccc3)[nH]c3c2c(=O)[nH]c(=O)n3C)c(=O)[nH]c1=O	-3%
15	COc1ccc(NC(=O)c2c(C)noc2C)cc1S(=O)(=O)N1CCCCC1	2%
16	Cc1cc(SCC(=O)NCc2ccccc2)nc(=O)[nH]1	0%
17	CCCC(=O)N(c1ccc2oc(C)c(C(C)=O)c2c1)S(=O)(=O)c1ccc(C)cc1	-8%
18	Cc1cc(F)ccc1NC(=O)C1CCN(S(=O)(=O)c2ccc3c(c2)CCCC(=O)N3)CC1	-5%
19	CC(=O)OCC1=C(C(=O)O)N2C(=O)C(NC(=O)COc3ccc(F)cc3)C2SC1 (stereo not given)	-5%
20	COc1ccc(CCNC(=O)CCC(=O)N2CC(C)Oc3ccccc32)cc1OC (stereo not given)	-6%
21	COc1ccccc1N1CCN(C(=O)CSc2nc(C)cc(=O)[nH]2)CC1	3%
22	CCCC12CN3CCN(CC(C3)/C1=N\NC(=O)c1ccccc1Cl)C2	2%
23	CCOC(=O)N1CCC(N2C(=O)c3ccccc3C2Nc2c(C)cccc2C)CC1 (stereo not given)	-5%
24	O=C(COc1ccc(Cl)cc1)Nc1ccccc1OCc1cc(=O)n2ccccc2n1	1%
25	O=C(CCSCc1ccccc1F)N1CCN(c2ccc(F)cc2)CC1	?
26	Cc1cc(C)cc(NC(=O)C(=O)NCCCN2CCOCC2)c1	-14%&5%
27	CCc1ccc(NC(=O)Cn2c(=O)n(Cc3ccccc3)c(=O)c3oc4ccccc4c32)cc1	-3%
28	COc1cc(C2CC(=O)c3c([nH]c(C(=O)OC4CCCC4)c3C)C2)cc(OC)c1OC (stereo not given)	7%
29	Cc1nnc2c(N3CCN(c4ccc(F)cc4)CC3)nc3ccc(C(=O)c4ccccc4)cc3n12	-7%
30	Cc1ccccc1CNC(=O)Nc1ccc2c(c1)N(C)C(=O)c1ccccc1S2	-1%

Next part:
cpd	smiles	aSyn yeast rescue
31	Cc1cccc(C)c1NCC(=O)N1CCN(Cc2ccccc2)CC1	8%
32	COc1ccc(-c2nc(CCNC(=O)c3cccs3)cs2)cc1	-36%&1%[inhibitor]
33	Cc1ccc(C)c(N2CCN(CCCNC(=O)c3ccc4nc(C(C)C)oc4c3)CC2)c1	10%
34	CC(=O)Nc1nonc1-c1nnc(SCC(=O)Nc2ccc(C)cc2)n1-c1ccccc1	1%
35	Cc1ccc(C)c(-n2cc(CNC(C)Cn3cncn3)c(-c3ccccc3)n2)c1 (stereo not given)	-1%
36	COc1ccc(C2=NN(CC(=O)NCCc3ccc(OC)c(OC)c3)C(=O)CC2)cc1	-2%
37	O=S(=O)(c1ccccc1)N1CCN(c2ccnc3cc(Cl)ccc23)CC1	2%
38	CCCN(C(=O)c1coc(=O)c2ccccc12)c1ccccc1C	5%
39	CN(C)c1ccc(/C=N/n2c(-c3ccccc3Br)n[nH]c2=S)cc1	-10%
40	CN(Cc1cccc(Cl)c1)C(=O)C1CCN(C(=O)Nc2ccccc2)CC1	10%
41	COc1ccc(/C=C/C(=O)NCCc2ccc(OC)c(OC)c2)cc1	-5%
42	CC(C)Sc1nc2c(c(=O)[nH]c(=O)n2C)n1CC(O)COc1ccccc1 (stereo not given)	2%
43	Cc1ccc(NC(=O)NCc2ccc3c(c2)CCN3C(=O)c2ccccc2)c(Cl)c1	-5%
44	CCN(Cc1ccccc1)C(=O)Cn1c(=O)oc2ccccc21	6%
45	COc1ccc(-c2cc(-c3cccnc3)c(C#N)c(N)n2)cc1	5%
46	CSCCC(NC(=O)COc1ccccc1)C(=O)OCC(=O)c1ccccc1 (stereo not given)	-6%
47	COC(=O)c1ccccc1NC(=O)Cn1c(=O)n(-c2ccc(Cl)cc2)c(=O)c2c(C)c(C)sc21	-2%
48	CCOC(=O)c1c(C)oc2ncnc(Nc3ccc(OC)c(OC)c3)c12	3%
49	O=C(COc1ccc([N+](=O)[O-])cc1)Nc1ccc2c(c1)OCO2	2%
50	CCN1CCN(c2ncnc3sc(C)c(-c4ccccc4)c23)CC1	-6%
51	O=C(O)COc1ccc(NC(=O)c2ccc3c(c2)C(=O)N(CC2CCCO2)C3=O)cc1 (stereo not given)	-6%
52	CCc1cccc(NC(=O)c2cc3c(=O)oc4ccc(C)cc4c3s2)c1	0%
53	Cc1nc(-c2ccc(C)c(N3CCN(C(=O)Nc4cccc(Cl)c4C)CC3)c2)no1	5%
54	Cn1nnnc1SCCNC(=O)C1CCC(=O)N(Cc2cccc(C(F)(F)F)c2)C1 (stereo not given)	-10%
55	Cc1ccc(C2C(C(=O)c3cccs3)=C(O)C(=O)N2c2ccc(S(N)(=O)=O)cc2)cc1 (stereo not given)	7%
56	CCOc1ccc(NC(=O)CN(C)C(=O)CCCn2c(=O)oc3ccccc32)cc1OCC	0%
57	C[C@@H]1CN([C@@H](C)CO)C(=O)c2cc(NC(=O)C3CCCCC3)ccc2O[C@@H](C)CCCCO[C@@H]1CN(C)C(=O)CCCN(C)C	-6%
58	Cc1ccccc1NC(=O)CSc1nc2c(oc3ccccc32)c(=O)n1Cc1ccco1	-5%
59	O=C1OCC/C1=C\NCCCCCCCCN/C=C1\CCOC1=O	3%
60	O=C(NC1CCCCC1)C(c1ccncc1)N(C(=O)c1ccco1)c1ccc(F)cc1 (stereo not given)	8%

Laid out differently: four of the compounds above.
45) COc1ccc(-c2cc(-c3cccnc3)c(C#N)c(N)n2)cc1
  aSyn yeast rescue: 5%

46) CSCCC(NC(=O)COc1ccccc1)C(=O)OCC(=O)c1ccccc1 (stereo not given)
  aSyn yeast rescue: -6%

47) COC(=O)c1ccccc1NC(=O)Cn1c(=O)n(-c2ccc(Cl)cc2)c(=O)c2c(C)c(C)sc21
  aSyn yeast rescue: -2%

48) CCOC(=O)c1c(C)oc2ncnc(Nc3ccc(OC)c(OC)c3)c12
  aSyn yeast rescue: 3%

Other compounds follow.
cpd	smiles	aSyn yeast rescue
61	COc1ccc(N(C(=O)c2cccc(C)c2)S(=O)(=O)c2ccc3c(c2)n(C)c(=O)n3C)cc1	7%
62	CNC(=O)CSc1nnc(COc2ccc([N+](=O)[O-])cc2)n1C	0%
63	Cc1ccc(CNC(=O)c2cc(S(=O)(=O)N3CCOCC3)cn2C)cc1	-7%
64	O=C(CSCc1ccccc1Cl)N1CCN(c2ccc(F)cc2)CC1	?
65	CC(C)CCOc1ccc(C(=O)NCC2OCCc3ccccc32)cc1 (stereo not given)	1%
66	COc1ccc(OCCOC(=O)CNC(=O)c2ccc(C)cc2)cc1	4%
67	CCOC(=O)CSc1nc2ccc(NC(=O)c3ccc(Cl)cc3)cc2s1	1%
68	CCOc1ccccc1NC(=O)Nc1nnc(N2CCCC(C)C2)s1 (stereo not given)	10%
69	COc1cc(Cl)ccc1NC(=S)N(CCN(C)C)C(C)c1ccncc1 (stereo not given)	-11%
70	O=C(Nc1cc(F)ccc1F)C1CCN(C(=O)c2cnn(-c3ccccc3)c2-n2cccc2)CC1	4%
71	C=C[C@@]1(C)CC(=O)[C@]2(O)[C@@]3(C)[C@@H](O)CCC(C)(C)[C@@H]3[C@H](OC(C)=O)[C@H](O)[C@@]2(C)O1	14%
72	O=C(O)CCCCCCNC(=O)c1cncc(O)c1	-1%
73	O=C(COCc1cc(-c2cccs2)on1)N1CCN(c2ccccc2)CC1	5%
74	CC1(c2ccccc2)NC(=O)N(CC(=O)N(CC(=O)Nc2ccccc2C(F)(F)F)Cc2ccco2)C1=O (stereo not given)	-5%
75	CS(=O)(=O)c1ccc(Cl)c(NC(=O)COC(=O)CCN=C2NS(=O)(=O)c3ccccc32)c1	-3%
76	Cc1ccc(-c2nc3c(C)cccn3c2Nc2ccccc2C)s1	-22%
77	Cc1ccc(NC(=O)C(=O)NCCc2sc(-c3ccc(Cl)cc3)nc2C)cc1C	1%
78	Cc1ccc(Cl)cc1Nc1nn2c(=O)c3ccc(C(=O)NC(C)c4ccccc4)cc3nc2s1 (stereo not given)	0%
79	Cc1cccc(-n2cc(-c3ccccc3)c3c(NC(C)C)ncnc32)c1	-25%
80	CCc1nn(CC(=O)NCCCc2ccccc2)c(=O)c2cc3cc(F)ccc3n12	2%
81	O=C(CCC1CCCN(C(=O)CCC(F)(F)F)C1)NCc1ccc(F)c(F)c1 (stereo not given)	4%
82	Cc1cccc(Oc2nc3c(c(=O)n(C)c(=O)n3C)n2C)c1C	-4%
83	Cc1cccc(NC(=O)C2(c3ccccc3)CCOCC2)c1	9%
84	O=C1OCCC1=CN1CCCCC1	13%
85	Cc1ccc2nc(N3CCN(c4ccc(F)cc4)CC3)c3nnnn3c2c1	4%
86	COC(=O)C[C@H]1C[C@@H]2c3cc(NS(=O)(=O)c4ccc(OC)cc4)ccc3O[C@@H]2[C@H](CO)O1	-4%
87	Cc1ccc(Cl)cc1N(C)C(=O)Cn1nc(Cc2cccnc2)c2ccccc2c1=O	4%
88	Cc1nc(-c2cccc(F)c2)sc1CCNC(=O)Cc1ccc(F)cc1	-2%
89	O=C(Nc1ncc(Cc2ccccc2)s1)C1=NCCN1	2%
90	Cc1ccc(C(C)C)c(OCC(=O)Nc2c(C(=O)c3ccc(F)cc3)oc3ccccc23)c1	-3%

(list continues)
cpd	smiles	aSyn yeast rescue
91	CC(OC(=O)c1cccc(S(=O)(=O)N2CCCCC2)c1)C(=O)NCC1CCCCC1 (stereo not given)	-11%
92	CC12C=CC(=O)C=C1CCC1C3CCC(O)(C(=O)CO)C3(C)CC3OC312 (stereo not given)	11%
93	CCCOc1ccc(-c2nonc2NC(=O)c2ccco2)cc1OCCC	-2%
94	O=C(NCCn1cc(SCC(=O)N2CCOCC2)c2ccccc21)c1c(F)cccc1F	0%
95	CS(=O)(=O)N(CC(=O)NCC1CCCO1)c1cccc(Cl)c1 (stereo not given)	0%
96	Cc1nnc(SCc2cc(=O)c3ccccc3[nH]2)s1	-10%
97	Cc1ccc(C)c(N2CCN(C(=O)NCc3noc4ccc(C)cc34)CC2)c1	24%
98	O=C(COC(=O)/C=C/c1ccc2c(c1)OCO2)Nc1ccccc1	-12%
99	CC1(C)N=C(N)N=C(N)N1c1cccc(CC(=O)Nc2ccccc2)c1	2%
100	COC(=O)c1ccc(CNCC(O)COc2ccc(-c3ccccc3)cc2)cc1 (stereo not given)	-11%
101	O=C(NC1CCCCNC1=O)c1ccco1 (stereo not given)	-2%
102	Cc1ccc(Nc2cc(C(=O)NCCc3ccccc3)c3ccccc3n2)c(C)c1	-11%
103	CCOc1ccc(N2C(=O)Nc3ccccc3C2(O)C(=O)NCc2ccc(C)cc2)cc1 (stereo not given)	5%
104	O=C(NC1CCCC1)c1ccc2c(=O)n(Cc3ccccc3)c(SCc3ccc([N+](=O)[O-])cc3)nc2c1	?
105	COc1cc2nc(CN3CCN(S(=O)(=O)c4ccc(C)c(C)c4)CC3)[nH]c(=O)c2cc1OC	-2%
106	Cc1ccnc(Nc2nc(-c3sc(C)nc3C)cs2)c1	-19%
107	CN(Cc1cccs1)C(=O)c1ccc(S(=O)(=O)NCc2ccco2)cc1	-8%
108	CNC(=S)N1CCN=C1Nc1nc(C)cc(C)n1	-1%
109	CC(C)Cc1nnc(NC(=O)c2cc3c(s2)CCC3)s1	1%

By substructure, the entries above containing a CF3 group (three)
cpd	smiles	aSyn yeast rescue
54	Cn1nnnc1SCCNC(=O)C1CCC(=O)N(Cc2cccc(C(F)(F)F)c2)C1 (stereo not given)	-10%
74	CC1(c2ccccc2)NC(=O)N(CC(=O)N(CC(=O)Nc2ccccc2C(F)(F)F)Cc2ccco2)C1=O (stereo not given)	-5%
81	O=C(CCC1CCCN(C(=O)CCC(F)(F)F)C1)NCc1ccc(F)c(F)c1 (stereo not given)	4%

Source: PubChem BioAssay

These rows are one share of the data (hit frequency here may not be typical).
